# PLC-gamma1 inh: PLC-gamma1 enzyme inhibitors, primary screen, biochemical, fluorescence, purified enzyme | 1-phosphatidylinositol 4,5-bisphosphate phosphodiesterase gamma-1 (Homo sapiens), P19174 | fluorogenic substrate | inhibition, % at 12.2 µM | actives 0.84% (n = 370,000); in the data active = inhibition above about 9.5%
# MBD2 inh: inhibitors of MBD2 binding to methylated DNA, primary screen, biochemical, TR-FRET, DNA-binding domain, human | Methyl-CpG-binding domain protein 2 (Homo sapiens), Q9UBB5 | MBD2 binding to methylated oligonucleotide | inhibition, % at 4.4 µM | actives 0.31% (n = 370,000) | AID 686964, 2013; in the data active = inhibition above about 13%
# DDE Tn7 FP inh: inhibitors of Tn7 peptide binding to fibrin DD(E), primary screen, biochemical, fluorescence polarization, human fibrin, Tn7 probe | Fibrinogen beta chain (Homo sapiens), P02675 | AID 720508, 2013 | FP displacement of FITC-Tn7 peptide from fibrin DD(E); 0% = median of compound wells per plate | inhibition, % at 8.3 µM | actives 0.13% (n = 370,000);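 active = inhibition above the mean of compounds falling within the control limits plus 3 SD of them, cut at about 14% in these data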;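 also: 0% = plate median of compound wells and 100% = 10 µM Aha-Tn7 peptide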
#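 Assay system: human fibrin DD(E). Input: DD(E) 2 µM final. Medium: Tris buffer with calcium and detergent, pH 7.8. Compound dosing: single point at 8.3 µM. Timing: 10 min plus 3 h, room temperature. Technique: fluorescence polarization of the labelled Tn7 tracer. Read-out: percent inhibition. Replicates: singlicate testing.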
# proKLK7 act: proKLK7 zymogen activators, primary screen, biochemical, fluorescence intensity; Kallikrein-7 (Homo sapiens), P49862; purified proKLK7, EDANS-DABCYL substrate fluorescence; 100% is mature enzyme control, 0% vehicle; activation, % at 7 µM; actives 0.9% (n = 370,000); AID 652039, 2013;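 active = activation above the mean of all tested compounds plus 3 SD, computed per campaign excluding outliers beyond control limits, cut at about 13% in these data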
# Target sequence (P49862 whole entry, looked up): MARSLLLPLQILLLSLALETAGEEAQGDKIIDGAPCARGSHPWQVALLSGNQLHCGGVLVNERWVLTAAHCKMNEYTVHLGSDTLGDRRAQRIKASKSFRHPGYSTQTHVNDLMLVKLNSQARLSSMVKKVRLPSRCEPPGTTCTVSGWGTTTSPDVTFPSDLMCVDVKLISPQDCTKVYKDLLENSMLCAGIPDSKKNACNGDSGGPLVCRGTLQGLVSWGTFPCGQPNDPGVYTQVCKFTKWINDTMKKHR
# ASAP1 GAP inh: inhibitors of human ASAP1 ArfGAP activity, primary screen, biochemical, fluorescence polarization; AID 624377, 2012; actives 0.19% (n = 360,000); inhibition, % at 16.5 µM; Arf-GAP with SH3 domain, ANK repeat and PH domain-containing protein 1 (Homo sapiens), …; ASAP1-stimulated ARF1 GTP hydrolysis, GDP FP detection; in the data active = inhibition above about 25%;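 also: 0% = vehicle with enzyme and substrate and 100% = no enzyme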
# UHRF1 MBD2 ctr: UHRF1 methylated DNA binding inhibitors, primary screen, counter-screen for MBD2 inhibitor project, biochemical, TR-FRET, human UHRF1, single concentration; E3 ubiquitin-protein ligase UHRF1 (Homo sapiens), Q96T88; UHRF1 binding to methylated oligo; actives 0.75% (n = 370,000); inhibition, % at 4.4 µM; in the data active = inhibition above about 21%;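 also: UHRF1 SRA domain binding a hemimethylated CpG hairpin DNA probe; 0% = median of test compound wells and 100% = reference inhibitor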
# Tn6 DDE FP: inhibitors of Tn6 peptide binding to fibrin DD(E), primary screen, biochemical, fluorescence polarization, human fibrin, Tn6 probe; Fibrin DD(E) TRITC-Tn6 fluorescence polarization displacement; inhibition, % at 8.3 µM; actives 0.21% (n = 370,000);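 active = inhibition above a per-campaign cutoff: mean of compounds within control limits plus 3 SD, cut at about 15% in these data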;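 also: 0% = median of all compound wells on the plate and 100% = blocking peptide control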
# PLC-beta3 inh: human PLC-beta3 inhibitors, primary screen, biochemical, fluorescence; Purified PLC-beta3, fluorogenic substrate; inhibition, % at 12.2 µM; actives 0.18% (n = 370,000); AID 720704, 2013; in the data active = inhibition above about 11%;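 also: 0% = median of compound wells on plate and 100% = full blocker control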
# ADAM17 inh: ADAM17 inhibitors, primary screen, biochemical, QFRET | actives 0.83% (n = 370,000) | recombinant ADAM17, EDANS/DABCYL FRET peptide cleavage | Disintegrin and metalloproteinase domain-containing protein 17 (Homo sapiens), P78536 | AID 720648, 2013 | inhibition, % at 6.95 µM;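 active = inhibition above the mean of compounds lying between control limits plus 3 SD, set per campaign, cut at about 8.5% in these data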;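 also: 0% = DMSO-only wells as the low control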
# Target sequence (P78536 215-824 limits assumed): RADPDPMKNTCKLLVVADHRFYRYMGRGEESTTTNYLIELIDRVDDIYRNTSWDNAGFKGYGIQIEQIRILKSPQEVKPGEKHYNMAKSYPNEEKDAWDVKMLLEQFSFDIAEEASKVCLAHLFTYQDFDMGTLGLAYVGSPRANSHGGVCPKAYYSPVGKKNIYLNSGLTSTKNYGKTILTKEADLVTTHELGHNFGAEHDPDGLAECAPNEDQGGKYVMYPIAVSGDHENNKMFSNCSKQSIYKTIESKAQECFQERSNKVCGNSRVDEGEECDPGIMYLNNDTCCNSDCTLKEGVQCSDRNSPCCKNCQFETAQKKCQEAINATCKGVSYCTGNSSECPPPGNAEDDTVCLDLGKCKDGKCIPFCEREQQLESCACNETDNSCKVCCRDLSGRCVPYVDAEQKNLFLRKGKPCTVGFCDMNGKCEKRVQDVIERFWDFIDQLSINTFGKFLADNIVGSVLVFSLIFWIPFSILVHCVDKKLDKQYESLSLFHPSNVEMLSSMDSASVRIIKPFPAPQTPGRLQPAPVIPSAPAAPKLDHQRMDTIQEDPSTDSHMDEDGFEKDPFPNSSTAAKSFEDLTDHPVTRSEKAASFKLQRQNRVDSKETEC
# ARFGAP1 inh: inhibitors of rat ARFGAP1 GAP activity, primary screen, biochemical, fluorescence polarization, GDP tracer; ADP-ribosylation factor GTPase-activating protein 1 (Rattus norvegicus), Q62848; Arfgap1-stimulated ARF1 GTP hydrolysis, GDP FP detection; inhibition, % at 16.5 µM; actives 0.26% (n = 360,000); AID 651572, 2012;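 active = inhibition above a per-plate limit, mean inhibition of low control wells plus 3 SD, cut at about 25% in these data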;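 also: 0% = DMSO wells with enzyme and 100% = wells lacking Arfgap1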
# Target sequence (Q62848 1-136 limits assumed): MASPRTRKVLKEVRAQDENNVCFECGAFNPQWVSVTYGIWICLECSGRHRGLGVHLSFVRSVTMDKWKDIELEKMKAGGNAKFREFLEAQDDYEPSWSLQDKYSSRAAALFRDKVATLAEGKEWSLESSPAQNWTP
#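 Assay system: Rat Arfgap1 GAP domain (His6, aa 1-136), purified enzyme | Buffer or medium: HEPES 25 mM pH 7.5, NaCl 150 mM, MgCl2, DTT | Schedule: GTP hydrolysis reaction 2 h at 25 °C | Signal: FP of antibody-bound GDP Alexa 633 tracer, ex 620/em 688 nm | Measure: Percent inhibition of Arfgap1-stimulated GTP hydrolysis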
# Starred values were filed as active, the others as inactive; i = inactive.
# Fields: PLC-gamma1 inh, MBD2 inh, DDE Tn7 FP inh, proKLK7 act, ASAP1 GAP inh, UHRF1 MBD2 ctr, Tn6 DDE FP, PLC-beta3 inh, ADAM17 inh, ARFGAP1 inh
Cc1cc(Br)ccc1NC(=O)C1C2CCC(O2)C1C(=O)O (stereo unspecified)
  1, 0, -9, 0.8, -4, 0, -5, -2, -4, 8
O=C(Nc1ccnn1C1CCN(C(=O)c2ccc(F)cc2)CC1)C1CCOC1 (stereo unspecified)
  1, 3, 4, -0.1, -4, 1, 0, -7, -1, 3
CCn1c(SCC(=O)NNC(=O)c2ccc(OC)cc2)nnc1-c1ccco1
  1, -8, -2, -0.1, -12, -1, 5, 0, 1, -3
Cn1c(NC(=O)Cc2cccc3ccccc23)cc(=O)n(C)c1=O
  1, -6, -2, 0.3, -3, 1, -6, 4, 3, 12
O=C(NC1=NCCCCC1)c1cccc2ccccc12
  1, 1, -2, -0.1, 0, 2, -8, -7, -6, -10
Cc1ccccc1C(=O)N1CCN(c2ccc(NC(=S)NC(=O)c3cccs3)cc2)CC1
  3, -2, -2, -0.2, 12, 1, 5, -1, -4, 8
COCCn1nnnc1C(c1cccc(C#N)c1)N1CCCCCC1 (stereo unspecified)
  -3, 0, -2, 0.2, -3, 0, 1, 2, -2, 14
O=C(c1ccccn1)N(Cc1ccco1)C1(C(=O)Nc2ccc(Br)cc2)CCCCC1
  0, -7, -3, 0.4, -5, -1, 2, -3, 0, -9
CC1CN(CCc2ccccc2)c2nc3c(c(=O)n(CC(N)=O)c(=O)n3C)n2C1 (stereo unspecified)
  0, -2, 3, -0.1, 1, 2, -5, -12, -18, 10
O=C(NC1CCCC1)C(c1cccnc1)N(C(=O)c1ccco1)c1ccc(F)cc1 (stereo unspecified)
  4, 0, 1, -0.7, 3, -1, 2, -1, 0, 11
COc1ccc(-c2csc(NC(=O)CSc3nnnn3C)n2)c(OC)c1
  4, 3, -12, 0.0, 1, 2, 2, -2, -2, 0
CC(/C=N/NC(=O)c1cccnc1)=C\c1ccccc1
  1, -7, 2, 0.4, 10, -5, 3, -1, 0, -2
Cc1cc(Cl)ccc1OCC(=O)NCC(=O)N/N=C/c1ccco1
  -2, -3, 3, -0.1, 8, 1, -3, 0, -4, -4
CCN1C(=O)[C@H]2[C@@H](c3ccc(C)cc3)N3C(=O)N(c4ccc(C(F)(F)F)cc4)C(=O)[C@@]3(CC)[C@H]2C1=O
  0, 1, -1, 0.3, 5, 0, 2, -1, -2, -6
C[C@@H]1CN([C@H](C)CO)C(=O)Cc2cc(NS(=O)(=O)c3cn(C)cn3)ccc2O[C@H]1CN(C)S(=O)(=O)c1ccc(Cl)cc1
  -2, 2, 8, 0.7, -11, 4, 1, -1, -4, -6
N=c1c(S(=O)(=O)c2ccccc2)cc2c(=O)n3ccccc3nc2n1Cc1cccnc1
  -21, -6, -1, 0.3, 1, -2, 3, -38, -37, -9
C[C@@H]1CCC(=O)N(CC[C@H](Oc2ccccc2)c2ccccc2)CC1
  13*, -5, -6, -0.2, -2, 4, 3, 4, 8, 1
O=C(Nc1ccc(N2CCCC2)c(Cl)c1)c1cccs1
  -14, -5, 1, -0.1, 4, -1, -2, -17, 4, 7
COc1ccc(S(=O)(=O)N2CCCC2)cc1NC(=O)c1ccccc1F
  1, -6, 7, -0.9, -7, 1, 0, -6, -4, -3
CCOc1ccccc1-n1cnc2cc(C(=O)NCc3ccco3)ccc21
  -4, 5, 5, -0.8, -9, -1, -1, -3, -3, 6
O=C(O)C1CCCN1C1=NS(=O)(=O)c2ccccc21 (stereo unspecified)
  -1, -1, 4, 0.3, -8, 2, 9, -3, 2, 1
CC(C)(C)C1=CC(=O)C(N2CCOCC2)=CC1=O
  4, 4, -7, -0.1, -4, 0, 0, 2, 4, 0
COC(=O)c1ccccc1NC(=O)CSc1n[nH]c(-c2ccco2)n1
  -3, 5, -6, 0.7, -4, 0, -2, -11, -5, -6
CONC(=O)c1ccc(-c2cccc3nccn23)cc1
  -246, -1, -4, 13*, 5, -2, 0, -317, -29, 7
O=C(NC1CCCCC1)C1CC(=O)N(c2ccccc2)C1 (stereo unspecified)
  2, 2, -10, 0.7, 6, -1, -4, -9, -3, 4
CCCn1c(SCC(=O)Nc2ccccc2Oc2ccccc2)n[nH]c1=O
  3, -1, 4, -0.4, -4, 0, 11, -3, -3, 9
O=C(CCCc1nc(-c2ccccc2)no1)Nc1cccnc1
  -1, 1, 3, -0.3, 0, -3, 8, -3, -4, -10
COc1cc(OC)cc(C(=O)NN2CCCCC2)c1
  -1, 1, -1, 0.4, 8, -2, 2, 4, -2, -5
CCC(C)(C)C1CCC(=NNC(=O)c2ccc(Br)o2)CC1 (stereo unspecified)
  -3, 3, 2, -0.1, -11, -1, 1, -5, -1, 0
CCOC(=O)c1cc(-c2cccc([N+](=O)[O-])c2)on1
  0, 1, 6, 0.2, -12, -2, -5, -4, -6, -9

SMILES | PLC-gamma1 inh | MBD2 inh | DDE Tn7 FP inh | proKLK7 act | ASAP1 GAP inh | UHRF1 MBD2 ctr | Tn6 DDE FP | PLC-beta3 inh | ADAM17 inh | ARFGAP1 inh
Cc1ccc(S(=O)(=O)NCC(=O)N(CC(=O)NCc2ccco2)Cc2ccco2)cc1 | 0 | -3 | 1 | 0.1 | -2 | 1 | 4 | -3 | 0 | 1
O=C(Nc1ccon1)c1ccc(OC2CCCC2)cc1 | 1 | -6 | 2 | -0.1 | -19 | -1 | 2 | 5 | -1 | -1
OC[C@@H]1CN(Cc2cccs2)C[C@H](n2cnc3c(Nc4ccccc4)ncnc32)O1 | -8 | -2 | -1 | 0.4 | -11 | -2 | 2 | -11 | -3 | 5
CCOC(=O)Cn1c2c(c(=N)c3c1CCC3)CCCC2 | 1 | 5 | 5 | 0.1 | -20 | 3 | -10 | -1 | -2 | -6
COc1cc(/C=N/NC(=O)COc2ccc([N+](=O)[O-])cc2)ccc1OCC(=O)N1CCOCC1 | -2 | -2 | 10 | -0.2 | 10 | 0 | 0 | -4 | -2 | 9
O=C(CCCn1c(=S)[nH]c2cc3c(cc2c1=O)OCO3)NCc1cccc(Cl)c1 | 1 | 3 | 3 | 0.1 | -4 | -2 | 4 | -7 | -2 | -7
O=C1/C(=C/c2ccc(Br)cc2)Oc2cc(O)ccc21 | i | 4 | 0 | -4.5 | -2 | -3 | -2 | i | -14 | -8
Cc1onc(-c2c(F)cccc2Cl)c1C(N)=S | -2 | 4 | -2 | 0.1 | -12 | -2 | 0 | 0 | -2 | -6
Cc1nn(-c2ccc(C(=O)OC(C)C)cc2)c(C)c1[N+](=O)[O-] | -1 | 3 | -3 | -0.5 | 3 | 1 | 1 | 2 | -3 | 0
C=CC[C@H](CC(=O)NCCO)C(=O)N[C@@H](COC(=O)[C@H](CC=C)CC(=O)OC(C)(C)C)Cc1c[nH]c2ccccc12 | 1 | -4 | 3 | 0.2 | 8 | 0 | -5 | 2 | -2 | 8
CCOc1ccc(/C=C2/SC(=S)N(C(C(=O)O)c3ccccc3)C2=O)cc1OCC (stereo unspecified) | -4 | -2 | -3 | -0.5 | 5 | -7 | -6 | -2 | 0 | -2
Cc1ccc(C(=O)Nc2ncc3c(Cl)cccc3n2)cc1 | -1 | 3 | -5 | 0.0 | -1 | -1 | -6 | -1 | -4 | 3
CC(=O)c1c(C)nc(-c2ccc(OCC(=O)Nc3cccc(C)c3C)cc2)n1O | -2 | 0 | -11 | -0.1 | -2 | -2 | 0 | 0 | 2 | -2
O=C(Cc1ccccc1)Nc1cccc(-c2nc3ncccc3o2)c1 | -3 | 0 | -8 | 1.4 | 4 | -4 | -5 | -4 | -5 | 16
NC(=O)c1cc2cc(Cl)ccc2o/c1=N/NC(=O)c1cccs1 | -1 | -10 | 11 | -0.1 | 3 | -6 | -5 | -7 | 2 | -5

SMILES | PLC-gamma1 inh | MBD2 inh | DDE Tn7 FP inh | proKLK7 act | ASAP1 GAP inh | UHRF1 MBD2 ctr | Tn6 DDE FP | PLC-beta3 inh | ADAM17 inh | ARFGAP1 inh
CCOC(=O)c1c(/N=C/c2cc(C)ccc2O)sc2c1CCC2 | -44 | -3 | 2 | 4.6 | -7 | -6 | 1 | -43 | -9 | -12
Cc1ccc(C(=O)N/N=c2\oc3ccccc3cc2C(N)=O)cc1 | -24 | -1 | 0 | -0.8 | -1 | -3 | -4 | -39 | -16 | 7
CN(C(=O)CSc1nnc(-c2ccco2)n1N)C1CCCCC1 | 0 | 5 | 2 | 0.2 | 6 | -5 | -4 | -2 | -1 | -11
O=c1c2cnn(-c3ccc(F)cc3)c2ncn1Cc1cccnc1 | 4 | -6 | -4 | -0.3 | 0 | 0 | 5 | 2 | -2 | -11

# An excerpt from the list above, for reference:
SMILES | PLC-gamma1 inh | MBD2 inh | DDE Tn7 FP inh | proKLK7 act | ASAP1 GAP inh | UHRF1 MBD2 ctr | Tn6 DDE FP | PLC-beta3 inh | ADAM17 inh | ARFGAP1 inh
NC(=O)c1cc2cc(Cl)ccc2o/c1=N/NC(=O)c1cccs1 | -1 | -10 | 11 | -0.1 | 3 | -6 | -5 | -7 | 2 | -5
CCOC(=O)c1c(/N=C/c2cc(C)ccc2O)sc2c1CCC2 | -44 | -3 | 2 | 4.6 | -7 | -6 | 1 | -43 | -9 | -12
Cc1ccc(C(=O)N/N=c2\oc3ccccc3cc2C(N)=O)cc1 | -24 | -1 | 0 | -0.8 | -1 | -3 | -4 | -39 | -16 | 7
CN(C(=O)CSc1nnc(-c2ccco2)n1N)C1CCCCC1 | 0 | 5 | 2 | 0.2 | 6 | -5 | -4 | -2 | -1 | -11
O=c1c2cnn(-c3ccc(F)cc3)c2ncn1Cc1cccnc1 | 4 | -6 | -4 | -0.3 | 0 | 0 | 5 | 2 | -2 | -11

# High-throughput results as filed in PubChem BioAssay.
